G9a block: G9a (human) methyltransferase inhibition | Potency, µM (titrated, usually from 102 µM), inactives show top-dose activity, negative = inhibition, hits mostly inhibitors | actives 8.8% (n = 350,000) | G9a H3K9 monomethylation, AlphaScreen, 2 h | Q96KQ7; further: potency means the concentration at half of the fitted maximal effect; on the % scale 0 is the no-effect control and ±100 the full control effect; nearly all actives have a fitted effect of over 75% in size
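AlphaScreen read-out: biotin-H3K9 peptide (500 nM) methylation by 20 nM enzyme with 20 uM SAM, 2 h at room temperature after 15 min compound preincubation; anti-monomethyl H3K9 antibody plus donor/acceptor beads, 10 min dark.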
ERG-DNA inh: ERG Ets/DNA interaction inhibition; P11308; AID 624246; fluorescence polarization, His-ERG Ets domain / labelled DNA; actives 0.028% (n = 370,000); Potency, µM (doses to about 76.9 µM), for inactives: at the highest dose FP activity, negative = inhibition, hits mostly inhibitors; active means well fitted inhibition curve with a large enough effect in the polarisation, with a control signal flat; inconclusive means small, poorly fitted or top-dose-only effect, or effect the other way, or a change in a side signal; inactive means no such curve, though single readings can be large or run the other way; the % refers to the polarisation;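 further: polarization taken with two DNA probes labelled with fluorescein and Texas red; potency means the concentration at half of the fitted maximal effect; % of control where 0% means no effect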
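His-tagged ERG Ets domain (1 uM in the protein solution; 300mM KCl, 50mM Tris-HCl, 1mM EDTA, 1mM DTT, pH 7.5) received compound, then a probe mix of 5 nM fluorescein-DNA and 100nM Texas-615-DNA. Fluorescence polarization was read for both dyes.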
PI4K2A inh: PI4K2A (human) kinase inhibition | purified PI4K2A, ADP-Glo luminescence, 1 h; active compounds read low | activity change, negative = inhibition, % at 76.9 µM | actives 0.13% (n = 420,000); in the data active means activity change below about -50%; inconclusive means mostly about -30% to -49%;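 further: -100% = wells without enzyme as full effect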
Target sequence (Q9BTU6 whole entry, looked up): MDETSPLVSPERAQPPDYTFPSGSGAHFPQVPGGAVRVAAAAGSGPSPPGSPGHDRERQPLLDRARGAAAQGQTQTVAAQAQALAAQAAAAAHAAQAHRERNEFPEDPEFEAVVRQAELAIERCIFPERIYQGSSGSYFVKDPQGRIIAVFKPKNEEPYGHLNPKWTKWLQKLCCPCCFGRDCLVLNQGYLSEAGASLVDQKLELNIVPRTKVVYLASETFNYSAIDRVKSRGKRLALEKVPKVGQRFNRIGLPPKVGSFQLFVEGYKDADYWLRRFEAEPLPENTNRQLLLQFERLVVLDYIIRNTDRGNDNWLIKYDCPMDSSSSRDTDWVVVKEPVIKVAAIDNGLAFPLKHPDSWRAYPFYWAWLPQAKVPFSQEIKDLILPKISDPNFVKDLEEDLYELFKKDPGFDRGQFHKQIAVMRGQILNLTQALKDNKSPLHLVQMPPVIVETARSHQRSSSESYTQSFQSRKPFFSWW
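ADP-Glo luminescence measured ADP generated by PI4K2A enzyme (4 ug/mL before mixing) with 1.2 mM PI substrate (pre-mix) and 300 microM ATP (pre-mix). Tris pH7.5 buffer with MgCl2, Triton X-100; 1 h reaction at ambient temperature.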
HP1b chromo inh: HP1-beta chromodomain-methylated histone interaction inhibition; P83916; AID 540317; actives 0.56% (n = 390,000); Potency, µM (doses to about 114 µM), for the others: at the highest dose activity change, negative = inhibition, usual class: inhibitors; AlphaScreen HP1-beta / biotin-H3K9me3 peptide binding; further: potency means the concentration at half of the fitted maximal effect; nearly all actives have a fitted effect of over 70% in size; inactives centre near 23
Target sequence (P83916 whole entry, looked up): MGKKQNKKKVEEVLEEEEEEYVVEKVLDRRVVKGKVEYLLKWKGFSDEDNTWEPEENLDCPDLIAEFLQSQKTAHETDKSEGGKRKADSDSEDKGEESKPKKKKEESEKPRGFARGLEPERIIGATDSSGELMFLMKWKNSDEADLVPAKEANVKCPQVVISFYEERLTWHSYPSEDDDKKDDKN
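Compound inhibition of the preformed complex between 50 nM HP1-beta and 50 nM biotinylated H3K9me3 peptide was read by AlphaScreen. Buffer was PBS pH 7.4 with 0.01% Tween-20. Incubations ran 30 min at room temperature, with 10 ug/mL donor/acceptor beads.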
Pin1 inhibitor: inhibitors of human Pin1. AID 504891. Potency, µM (highest dose often 115 µM), without a hit: at the top dose activity, negative = inhibition, usual class: inhibitors. Pin1 FP peptide displacement, HiFluor488, 10 min. actives 0.009% (n = 390,000). Q13526; active means well fitted inhibition curve with a large enough effect in the polarisation, with a control signal flat, not every such curve was filed as active; inconclusive means small, poorly fitted or top-dose-only effect, or effect the other way, or a change in a side signal; inactive means no such curve, though single readings can be large or run the other way; the % refers to the polarisation; further: potency means the concentration at half of the fitted maximal effect; on the % scale 0 is the no-effect control and ±100 the full control effect
Target sequence (Q13526 whole entry, looked up): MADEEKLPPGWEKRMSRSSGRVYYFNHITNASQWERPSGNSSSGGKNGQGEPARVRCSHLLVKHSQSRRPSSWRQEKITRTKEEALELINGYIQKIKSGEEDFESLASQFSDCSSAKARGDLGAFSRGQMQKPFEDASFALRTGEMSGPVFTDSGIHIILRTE
BAZ2B block: blocks human BAZ2B; Q9UIF8; AlphaScreen BAZ2B-H3K14Ac peptide displacement; Potency, µM (top dose mostly 114 µM), for the others: at the highest dose activity change, negative = inhibition, actives largely listed as inhibitors; actives 4.4% (n = 360,000); further: potency means the concentration at half of the fitted maximal effect; on the % scale 0 is the no-effect control and ±100 the full control effect; nearly all actives have a fitted effect of over 60% in size
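Multi-concentration screen (max 110 uM) measuring displacement of acetylated histone H3 peptide from BAZ2B by AlphaScreen, using 50 nM protein, 50 nM peptide and 10 ug/mL streptavidin donor plus Ni-chelate acceptor beads.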
GLS inhibitor: glutaminase GLS (human) inhibition | GLS enzymatic activity, qHTS titration | Potency, µM (titrated, usually from 45.5 µM), for inactives: top-dose activity change, negative = inhibition, hits mostly inhibitors | actives 0.21% (n = 410,000) | AID 624170; further: potency means the concentration at half of the fitted maximal effect; on the % scale 0 is the no-effect control and ±100 the full control effect
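hKGA; 45 mM KH2PO4 pH 8.2 + 0.02% Tween-20; cpd via pin tool; 1 mM Gln soln; GluOx/HRP/Amplex Red; RT 30 min; fluor. t0 & final.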
JMJD2A Tudor inh: JMJD2A Tudor domain (human) inhibition; AID 504339; actives 4.4% (n = 390,000); O75164; AlphaScreen JMJD2A-Tudor / H3K4me3 peptide binding; Potency, µM (titrated, usually from 114 µM), inactives show at the highest dose activity change, negative = inhibition, hits mostly inhibitors; further: potency means the concentration at half of the fitted maximal effect; on the % scale 0 is the no-effect control and ±100 the full control effect; nearly all actives have a fitted effect of over 50% in size
PGK inhibitor: T. brucei PGK inhibition; P07378; AID 602233; actives 0.043% (n = 380,000); PGK/GAPDH coupled, Kinase-Glo luminescence, 60 min; Potency, µM (titrated, usually from 57.5 µM), inactives show at the highest dose activity change, negative = inhibition, most hits filed as inhibitors; further: potency means the concentration at half of the fitted maximal effect; on the % scale 0 is the no-effect control and ±100 the full control effect; nearly all actives have a fitted effect of over 60% in size
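Recombinant glycosomal PGK reaction used 1,3-bisphosphoglycerate generated in-well by GAPDH (100nM final) in 100mM TEA pH 7.6, 5mM MgCl2, 0.01% Tween-20. After 60 minutes at room temperature, ATP was read by Kinase-Glo Plus luminescence end-point.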
* = called active by the depositor; i = inactive; u = inconclusive; x = not tested or not shown; [ ] = dose if it differs, or a comment. Unless noted, the call rests on the fitted dose curve; in most records, active means well fitted curve in the direction sought with a large enough effect; inconclusive means small, poorly fitted or top-dose-only effect, or another doubt; inactive means no such curve, though single readings can be large; an effect the other way counts as inactive or inconclusive. Hits appear at their usual frequency; overall some 11% were active at least once.

item	G9a block	ERG-DNA inh	PI4K2A inh	HP1b chromo inh	Pin1 inhibitor	BAZ2B block	GLS inhibitor	JMJD2A Tudor inh	PGK inhibitor	Structure
1	5%	12%	4	14%	8%	8%	-11%	-4%	i	CC(Oc1cccc2cccnc12)C(=O)N/N=C/c1ccccc1 (stereo unspecified)
2	u	1%	-23	36%	-1%	3%	0%	-13%	6%	CCOc1ccc(OCCC(=O)OC(C)C(=O)Nc2ccc(Cl)cn2)cc1 (stereo unspecified)
3	-20%	1%	-6	33%	2%	2%	17%	-25%	-6%	CCCNc1nc2c(c(=O)n(C)c(=O)n2C)n1Cc1ccc(F)cc1
4	16%	1%	6	57%[activator]	1%	-11%	1%	-6%	4%	CCOCCn1c(CC)nc2ccccc21
5	x	9%	1	12%	5%	x	-8%	u	-3%	C#CCOCCOCCOCCNc1nc(N2CCN(C(=O)[C@H](CO)n3cc([C@@H](N)C(C)C)nn3)CC2)nc(N2CCN(C(=O)[C@H](CCC(=O)O)n3cc([C@@H](N)[C@H](C)CC)nn3)CC2)n1
6	-2%[59 µM]	x	-2	6%	15%	10%	11µM*	-6%	-8%	COc1ccc(C(=O)Cc2cc(OC)c(OC)cc2[N+](=O)[O-])c(OC)c1
7	-8%[59 µM]	-5%	-4	37%	-1%	-13%	16%	-19%	3%	O=C(NCCO)C(=O)Nc1cc2c3c(c1)CCN3C(=O)CC2
8	29%[59 µM]	10%	8	38%	1%	3%	-3%	-3%	4%	COc1cc2c(c(OC)c1OC)C(=O)CC2
9	u	-2%	-3	28%	-1%	-5%	-7%	8%	-5%	CC(=O)c1cc2c(cc1NC(=O)CSc1nc3ccccc3o1)OCO2
10	56µM*	4%	5	47%[activator]	u	3%	-10%	3%	-1%	Cc1nc2nc3c(cn2n1)C(=O)CC(c1ccccc1)C3 (stereo unspecified)
11	10%	3%	3	19%	2%	-11%	3%	-14%	7%	Cc1csc(NC(=O)CN2C(=O)c3ccccc3S2(=O)=O)n1
12	5%[2.33 µM]	0%	-2	15%	17%	u	9%	-32%	-8%	NNC(=O)c1oc2nc(-c3ccc(Cl)cc3)cc(-c3ccccc3)c2c1N
13	x	-14%	-5	23%	5%	x	1%	-8%	0%	Cc1noc(C)c1COc1ccc(C(=O)N2CCN(S(=O)(=O)c3ccc(F)cc3)CC2)cc1
14	-4%	-1%	1	15%	0%	-5%	1%	-6%	-11%	Cc1cccc(CCNC(=O)C2CCC(CNS(=O)(=O)c3cccs3)CC2)c1 (stereo unspecified)
15	u	3%	1	u	31%[activator]	35µM*	-22%	50µM*	3%	Nc1ccc(Nc2ccccc2N)cc1
16	u	-8%	0	12%	-9%	-30%	23%	u	-13%	COc1ccc(C(=O)NC(=S)Nc2ccc(CN3CCOCC3)cc2)cc1OC
17	-35%	-6%	1	39%[activator]	-4%	2%	3%	3%	6%	O=C(NC(Cc1ccccc1)C(=O)O)/C(=C/c1ccc([N+](=O)[O-])cc1)NC(=O)c1ccccc1Br (stereo unspecified)
18	-1%	-3%	1	35%	-3%	12%	-1%	8%	-1%	Cc1c(C)n2c(SCC(=O)N3CCCCC3)nnc2[nH]c1=O
19	u	x	-12	-15%	13%	-15%	-6%	-23%	-1%	N#Cc1c(NC(=O)C2CC(c3c(F)cccc3Cl)=NO2)sc2c1CCC2 (stereo unspecified)
20	u	-5%	49	19%	-6%	5%	-13%	-16%	6%	CC1CCCN(CCC(=O)c2ccc(Br)cc2)C1 (stereo unspecified)
21	40µM*	-2%	3	38%[activator]	0%	2%	17%	40µM*	1%	COCc1n[nH]c(=S)n1-c1ccccc1
22	4%[59 µM]	0%	1	17%	0%	2%	-2%	-11%	i	COc1cccc(C(=O)OCCCN(C)C)c1
23	-2%	-15%	2	18%	2%	-13%	-5%	1%	-7%	O=C(CN(Cc1ccc(F)cc1)C(=O)CNS(=O)(=O)c1ccc(F)cc1)NCC1CCCO1 (stereo unspecified)
24	-7%[59 µM]	1%	2	13%	7%	u	-6%	-31%	0%	Cc1ccc(NC(=S)NCCN(C2CCCCC2)C2CCCC2)cc1C
25	20%[59 µM]	-1%	6	8%	-9%	9%	0%	-25%	-7%	CNC(=O)C1CC(=O)N(CCc2ccc(OC)cc2)C(=Nc2ccc(OC)cc2)S1 (stereo unspecified)
26	u	-1%	0	-13%	23%	-3%[57.1 µM]	-9%	-30%	-16%	O=C1CS(=O)(=O)C2(C(=O)N(Cc3ccccc3Cl)c3ccccc32)N1c1ccc(F)cc1 (stereo unspecified)
27	x	9%	-1	27%	-3%	x	-9%	-3%	-8%	COC(=O)C1(C)CCC(C(=O)Nc2ccccc2)C1(C)C (stereo unspecified)
28	u	1%	4	15%	-1%	-1%	-5%	-6%	-10%	CN(CC(=O)Nc1ccc(Cl)c(C(F)(F)F)c1)C(=O)Cc1n[nH]c(=O)c2ccccc12
29	19%	-5%	-2	24%	-8%	3%	5%	-5%	-5%	O=C1C2CC=CCC2C(=O)N1c1ccc(OCC(O)Cn2nnc3ccccc32)cc1 (stereo unspecified)
30	5%[2.33 µM]	-3%	-12	-9%	0%	-10%	-10%	-2%[11.4 µM]	-5%	COc1cc(N2CN=c3s/c(=C\c4ccccn4)c(=O)n3C2)cc(OC)c1OC
31	-3%	-9%	-2	0%	0%	-18%	-6%	3%	-1%	O=C(Nc1cccc(-c2cnc3ccccc3n2)c1)c1ccccc1
32	50µM*	9%	-13	82%	-1%	-31%	24%	-8%	i	CC1(C)CC(=O)C(C(c2ccncc2)C2C(=O)CC(C)(C)CC2=O)C(=O)C1
33	-3%[0.501 µM]	0%	0	13%	17%	8%	1%	-27%	-12%	COc1ccc(S(=O)(=O)N2CCCCC2)cc1NC(=O)C1COc2ccccc2O1 (stereo unspecified)
34	22%[0.501 µM]	7%	0	23%	34%	-4%	3%	-9%	1%	CCOc1ccc(Br)cc1C(=O)N/N=C/c1cccc(C)n1
35	14%	-2%	-1	26%	3%	-11%	0%	-1%	-6%	Cc1c(CN2CCC(Oc3ccc(C(=O)N4CCCCC4)cc3)CC2)cnn1C
36	3%[59 µM]	-7%	-3	31%	-1%	7%	20%	-11%	3%	COc1ccc2cnnc(SCC(=O)Nc3ccccc3)c2c1OC
37	u	6%	7	8%	22%	-35%	-4%	u	-10%	Cc1cc(C)cc(NC(=O)CN(C)S(=O)(=O)c2ccc3[nH]c4c(c3c2)CCCC4)c1
38	31%	-1%	-16	22%	10%	u	-3%	-21%	-10%	COc1ccc(NC(=O)NNC(=O)COc2ccc3cc(Br)ccc3c2)cc1OC
39	14%	-7%	1	29%	11%	3%	-1%	u	-9%	COc1ccccc1NC(=O)COc1ccc(C(=O)OCC(=O)NC(C)(C)C)cc1OC
40	-14%	-8%	-3	33%	-12%	-3%	-1%	-2%	-10%	COc1ccc(Cl)cc1N1C(=O)C2CCCN2C1c1cccc(F)c1 (stereo unspecified)
41	u	2%	2	12%	0%	-20%	2%	-6%	-3%	CCNC(=S)N(Cc1ccccc1)Cc1nc2ccccc2c(=O)[nH]1
42	0%	-11%	-1	53%[activator]	3%	-36%	6%	-8%	-1%	CC1=C(C(=O)Nc2cccc(C(=O)N3CCC(C(N)=O)CC3)c2)SCCO1
43	-28%	-3%	0	5%	30%	0%	3%	-14%	-4%	Cc1ccc(C)c(S(=O)(=O)N2CCN(C(=O)CCC(=O)c3cc(C)sc3C)CC2)c1
44	-46%[59 µM]	13%	-1	-14%	4%	2%	-5%	-15%	-1%	O=C(Nc1ccc2oc(-c3cccnc3)nc2c1)c1cccc(Br)c1
45	x	-4%	2	31%	0%	-5%	10%	-8%	2%	Cc1ccc(S(=O)(=O)N2CCC(C(=O)OC(C)C(=O)NCc3ccccc3)CC2)cc1C (stereo unspecified)
46	x	1%	0	-18%	1%	-1%	u	-26%	-2%	Cc1cc(/C=C(\C#N)C(=O)NCc2ccco2)c(C)n1-c1ccc(C(=O)O)cc1

Whole records from above. Screens in order: G9a block | ERG-DNA inh | PI4K2A inh | HP1b chromo inh | Pin1 inhibitor | BAZ2B block | GLS inhibitor | JMJD2A Tudor inh | PGK inhibitor
Cc1ccc(C)c(S(=O)(=O)N2CCN(C(=O)CCC(=O)c3cc(C)sc3C)CC2)c1 as listed: -28% | -3% | 0 | 5% | 30% | 0% | 3% | -14% | -4%
COc1cc(N2CN=c3s/c(=C\c4ccccn4)c(=O)n3C2)cc(OC)c1OC as listed: 5%[2.33 µM] | -3% | -12 | -9% | 0% | -10% | -10% | -2%[11.4 µM] | -5%
O=C(Nc1cccc(-c2cnc3ccccc3n2)c1)c1ccccc1 as listed: -3% | -9% | -2 | 0% | 0% | -18% | -6% | 3% | -1%
COc1ccc(Cl)cc1N1C(=O)C2CCCN2C1c1cccc(F)c1 (stereo unspecified) as listed: -14% | -8% | -3 | 33% | -12% | -3% | -1% | -2% | -10%
